Screening results from PubChem BioAssay.
A549 viability: counter-screen for Nrf2 inhibitors: cytotoxicity in A549 cells; A549 ARE-Fluc cells, CellTiter-Fluor viability, 18-24 h; Potency, µM (doses to about 46 µM), without a hit: at the highest dose activity change, negative = cytotoxicity, actives largely listed as inhibitors; 390,000 tested, 0.16% active; further: potency means the concentration at half of the fitted maximal effect; on the % scale 0 is the no-effect control and ±100 the full control effect
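Cytotoxicity counterscreen: CellTiter-Fluor fluorescence was measured in A549 ARE_Fluc cells after 18-24 h of compound exposure in a concentration series. The subsequent BugLite luminescent read reports ARE-luciferase activity.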
MmCpn inh: blocks the Methanococcus maripaludis chaperonin Mm-Cpn; purified Mm-Cpn ATPase, ADP Transcreener TR-FRET; Potency, µM (doses to about 76.9 µM), inactives show top-dose activity, negative = inhibition, most hits filed as inhibitors; 330,000 tested, 0.031% active; AID 504842; further: potency means the concentration at half of the fitted maximal effect; on the % scale 0 is the no-effect control and ±100 the full control effect; nearly all actives have a fitted effect of over 80% in size
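TR-FRET (320 nm excitation; 590 and 665 nm emission) reports ADP made from 10 uM ATP by 25 nM enzyme; compounds were preincubated 10 min, reaction run 30 min, both at 37°C.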
EPAC2 antag: antagonists of human EPAC2; Potency, µM (highest dose often 114 µM), for inactives: top-dose activity, negative = inhibition, usual class: inhibitors; EPAC2 GEF exchange of Rap1B-BODIPY-GDP, fluorescence; 360,000 tested, 0.18% active; further: potency means the concentration at half of the fitted maximal effect; on the % scale 0 is the no-effect control and ±100 the full control effect; nearly all actives have a fitted effect of over 45% in size; many of its hits are not listed in these tables
Target sequence (Q8WZA2 whole entry, looked up): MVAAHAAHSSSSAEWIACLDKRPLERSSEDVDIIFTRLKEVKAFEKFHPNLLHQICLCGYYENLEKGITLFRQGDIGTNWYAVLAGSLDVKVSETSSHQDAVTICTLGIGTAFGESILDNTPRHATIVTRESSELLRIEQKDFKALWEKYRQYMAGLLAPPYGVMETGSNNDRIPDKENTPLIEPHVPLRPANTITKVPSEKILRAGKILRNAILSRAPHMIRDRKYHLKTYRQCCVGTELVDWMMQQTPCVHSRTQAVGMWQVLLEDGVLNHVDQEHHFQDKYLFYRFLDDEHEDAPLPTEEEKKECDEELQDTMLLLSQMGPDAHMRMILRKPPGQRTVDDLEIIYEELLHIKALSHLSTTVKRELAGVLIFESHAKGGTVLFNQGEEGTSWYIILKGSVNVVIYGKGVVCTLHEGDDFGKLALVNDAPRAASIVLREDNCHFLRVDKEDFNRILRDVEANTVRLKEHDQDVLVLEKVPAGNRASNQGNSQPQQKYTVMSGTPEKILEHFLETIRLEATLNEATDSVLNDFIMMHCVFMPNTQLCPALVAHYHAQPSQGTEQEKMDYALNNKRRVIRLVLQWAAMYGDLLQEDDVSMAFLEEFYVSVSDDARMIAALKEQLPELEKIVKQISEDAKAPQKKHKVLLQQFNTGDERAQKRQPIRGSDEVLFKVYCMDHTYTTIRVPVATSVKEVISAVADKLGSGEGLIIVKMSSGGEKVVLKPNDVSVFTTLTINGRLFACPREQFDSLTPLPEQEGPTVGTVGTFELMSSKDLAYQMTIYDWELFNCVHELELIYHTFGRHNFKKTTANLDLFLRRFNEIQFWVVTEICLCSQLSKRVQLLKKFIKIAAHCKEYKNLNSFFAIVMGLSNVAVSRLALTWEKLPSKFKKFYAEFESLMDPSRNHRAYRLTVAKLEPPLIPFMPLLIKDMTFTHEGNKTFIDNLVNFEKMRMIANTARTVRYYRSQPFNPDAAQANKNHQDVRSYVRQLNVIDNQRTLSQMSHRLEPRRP
TGFb inhibitor: blocks TGF-b signaling. HepG2 CAGA-GFP TGF-b/SMAD3 reporter, GFP fluorescence, 18 h; TGF-beta stimulated, 500 pg/mL final. Potency, µM (series often up to 46.1 µM), for the others: at the top dose activity, negative = inhibition, most hits filed as inhibitors. 410,000 tested, 1.2% active; further: potency means the concentration at half of the fitted maximal effect; on the % scale 0 is the no-effect control and ±100 the full control effect; nearly all actives have a fitted effect of over 65% in size
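Smad-responsive CAGA-GFP expression was quantified in HEPG2 cells exposed to compounds and 500 pg/mL final TGF-beta for 18 h at 37 degrees C; unstimulated wells defined full inhibition.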
Nrf2 activator: Nrf2 pathway activation; 410,000 tested, 0.31% active; AID 624171; AREc32 ARE-luciferase reporter (MCF7-derived line), luminescence, 24 h; Potency, µM (titrated, usually from 46.1 µM), for the others: at the highest dose activation, actives largely listed as activators; further: potency means the concentration at half of the fitted maximal effect; % of control where 0% means no effect; nearly all actives have a fitted effect of over 65% in size
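Luciferase luminescence (Steady-Glo, 30 min at room temperature) served as the read-out of ARE activation in AREc32 cells treated with compounds for 24 hr at 37 deg C.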
Nrf2 block: Nrf2 pathway inhibition | Potency, µM (series often up to 46 µM), for inactives: at the highest dose activity change, negative = inhibition, most hits filed as inhibitors | A549 ARE-Fluc reporter, luciferase luminescence, 18-24 h | 360,000 tested, 2.1% active; further: potency means the concentration at half of the fitted maximal effect; on the % scale 0 is the no-effect control and ±100 the full control effect; nearly all actives have a fitted effect of over 60% in size
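In this cell-based qHTS, ARE-driven firefly luciferase in A549 cells reports Nrf2 activity; the luminescent signal after BugLite lysis is the measured value, with a prior CellTiter-Fluor read for cell health.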
CCT chaperon mod: cytosolic chaperonin activity modulation. 360,000 tested, 0.3% active. purified chaperonin ATPase assay, HTRF ADP detection, 30 min. activity change, % (no concentration beside the values), hits read low; in the data active means activity change below about -30%; further: on the % scale 0 is the no-effect control and ±100 the full control effect
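ATPase activity: ADP formed was measured by HTRF Transcreener (665/615 nm ratio) after 30 min at 37 deg C with 10 uM ATP. Compounds screened at one 76 uM concentration against 40 or 20 nM TRiC in Tris pH 7.4/KCl/MgCl2/DTT buffer.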
EPAC2 agonist: agonists of human EPAC2 (RAPGEF4). Potency, µM (series often up to 154 µM), for the others: at the top dose activation, most hits filed as activators. Q8WZA2. AID 720711. 360,000 tested, 0.079% active. EPAC2 activation, biochemical qHTS; response scale: 100% = 6.5 mM cAMP response; further: potency means the concentration at half of the fitted maximal effect; nearly all actives have a fitted effect of over 50% in size
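Fluorescence exchange assay: 100 nM EPAC2 with 250 nM RAP1B-BODIPY-GDP and 50 uM GDP; compounds tested as a concentration-titration series (qHTS). Loss of Rap1-bound BODIPY-GDP fluorescence read at 480/540 nm; data normalized to 6.5 mM cAMP.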
pAkt inh: inhibitors of Akt phosphorylation. Neuro2A IGF-stimulated pAkt S473 HTRF, 20 min; stronger effect = lower value. activity change, % for hits at 50 µM. 360,000 tested, 0.32% active. AID 651550; in the data active means activity change below about -80%; inconclusive means mostly about -51% to -80%; further: on the % scale 0 is the no-effect control and ±100 the full control effect
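Neuro2A cells in DMEM with 0.5% FBS, overnight at 37 deg C, given compound at single 50 µM final, then IGF (6 nM final) for 20 min at 37 deg C. Lysed; phospho-Akt Ser473 by HTRF after 24 h, 665/615 ratio.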
An asterisk follows results filed as active; i = inactive; ? = inconclusive; . = no result given; & = joins results of further samples; [ ] = dose if it differs, or a comment. Unless noted, the call rests on the fitted dose curve; in most records, active means well fitted curve in the direction sought with a large enough effect; inconclusive means small, poorly fitted or top-dose-only effect, or another doubt; inactive means no such curve, though single readings can be large; an effect the other way counts as inactive or inconclusive.

nr | molecule | A549 viability | MmCpn inh | EPAC2 antag | TGFb inhibitor | Nrf2 activator
1 | CCCCSc1cnn(-c2ccccc2)c(=O)c1SCCCC | 2% | 40µM* | -19% | -18% | 2.7%
2 | O=c1c2oc3ccccc3c2n(Cc2ccc(F)cc2)c(=O)n1Cc1ccco1 | 8% | . | . | 1% | 0.8%
3 | O=C(NC1CCCCC1)C(c1cccnc1)N(C(=O)CCl)c1ccccc1Cl (configuration not stated) | -9% | -1% | 12% | -26% | ?
4 | O=C1CCC[C@@H]2C[C@@]3(C[C@@H]4CCN1[C@H]24)Nc1cc([N+](=O)[O-])ccc1NC3=NC1CCCCC1 | ? | . | -8% | ? | 2.9%
5 | O=C(NCc1nnc(SCC(=O)N2CCC(Cc3ccccc3)CC2)o1)c1ccco1 | -1% | 1% | 2% | -27% | 0.4%
6 | CCCn1c2ccccc2c2cnn(CC(=O)NCCN(CC)CC)c(=O)c21 | 7%&0% | 0% | 12% | ? | 1.7%&0.3%
7 | O=C(CSCc1ccccc1)Nc1ccc2c(c1)C(=O)NC2=O | 1% | 1% | -11% | 0% | -0.1%
8 | CN1CCN(c2ccc(C(F)(F)F)cc2NC(=O)Nc2ccccc2)CC1 | 10% | 2% | 6% | ? | -2.7%

nr | Nrf2 block | CCT chaperon mod | EPAC2 agonist | pAkt inh
1 | ? | -2.5 | -3% | i
2 | ? | . | . | .
3 | ? | 2.2 | 1% | i
4 | 1% | 0.5 | 8% | i
5 | -18% | 0.7 | 4% | i
6 | 1%&22% | 0.3 | 8% | i
7 | ? | -1.2 | 10% | i
8 | 4% | -0.4 | 5% | i

(next part)
nr | molecule | A549 viability | MmCpn inh | EPAC2 antag | TGFb inhibitor | Nrf2 activator
9 | Cc1ccc(C(=O)Nc2ncc(C)s2)o1 | -1% | -1% | 2% | -4% | -0.2%
10 | CCOC(=O)C1=CN(Cc2cccc(F)c2)S(=O)(=O)N(CC)C1c1cccc(OC)c1 (configuration not stated) | -5% | 1% | -8% | -8% | 0.8%
11 | CC1(C)COC(c2cccn2Cc2ccc(F)cc2Cl)=N1 | 2% | -1% | 7% | 6% | 0.0%
12 | Cn1c(=O)n(C)c2cc(/C=N/NC(=O)c3cc4cc(Br)ccc4o3)ccc21 | 0% | -14% | -3% | -2% | -0.2%
13 | Cc1nc(C(=O)NCC(=O)c2ccccc2)c(C(F)(F)F)o1 | 4% | -2% | 3% | -2% | 0.9%
14 | COCCCNC(=S)Nc1ccc(C)cc1 | ? | 0% | -6% | -9% | 2.4%
15 | CC1CN(C(=O)Nc2cccc(C(F)(F)F)c2)CC(C)O1 (configuration not stated) | -3% | -1% | -10% | -5% | 2.3%
16 | Cn1cnc([N+](=O)[O-])c1S(=O)(=O)c1cccc(Cl)c1 | -8% | -3% | 4% | ? | -3.0%

nr | Nrf2 block | CCT chaperon mod | EPAC2 agonist | pAkt inh
9 | -6% | -0.4 | 10% | i
10 | -8% | -0.4 | 6% | i
11 | 3% | 1.6 | 0% | i
12 | -27% | -1.6 | 11% | i
13 | 18% | -1.1 | -2% | i
14 | 5% | -1.6 | -1% | i
15 | 6% | 1.8 | 0% | i
16 | -17% | -2.4 | 3% | i

Reprinted from the part before: 4 compounds, then new ones.
nr | molecule | A549 viability | MmCpn inh | EPAC2 antag | TGFb inhibitor | Nrf2 activator
13 | Cc1nc(C(=O)NCC(=O)c2ccccc2)c(C(F)(F)F)o1 | 4% | -2% | 3% | -2% | 0.9%
14 | COCCCNC(=S)Nc1ccc(C)cc1 | ? | 0% | -6% | -9% | 2.4%
15 | CC1CN(C(=O)Nc2cccc(C(F)(F)F)c2)CC(C)O1 (configuration not stated) | -3% | -1% | -10% | -5% | 2.3%
16 | Cn1cnc([N+](=O)[O-])c1S(=O)(=O)c1cccc(Cl)c1 | -8% | -3% | 4% | ? | -3.0%
17 | COc1ccc(/C=C(\C#N)C(=O)Nc2cccc(C)n2)cc1 | 0% | 0% | -6% | 1% | 3.3%
18 | CCOC(=O)N1CCN(C(=O)c2cccc(NC3=NC4CS(=O)(=O)CC4S3)c2)CC1 (configuration not stated) | -2% | -2% | -12% | 2% | -0.7%
19 | O=C(COC(=O)C1CCC(=O)N1)Nc1ccc(Br)cc1 (configuration not stated) | -1% | 2% | -1% | -6% | -0.2%
20 | Cc1ccc(C(=O)N2CCN(c3ccc(Cl)cc3)CC2)cc1 | -14% | 3% | -1% | -1% | 0.4%
21 | C=CCCC(=O)N1CCC(n2nccc2NC(=O)c2ccc(OC)cc2)CC1 | -3% | 2% | 5% | -15% | 0.0%
22 | CC1CCc2nc(NCCO)nc(C(F)(F)F)c2C1 (configuration not stated) | 3% | -2% | 3% | -5% | -0.7%
23 | O=C(N/N=C/c1cccnc1)/C(=C\c1cccs1)NC(=O)c1ccccc1 | -3% | 0% | 7% | 0% | -0.3%[9.22 µM]
24 | CCOc1cccc(C2C(C(=O)c3ccc(C)o3)=C(O)C(=O)N2CCCn2ccnc2)c1 (configuration not stated) | -10% | -7% | -3% | 12% | -0.5%

nr | Nrf2 block | CCT chaperon mod | EPAC2 agonist | pAkt inh
13 | 18% | -1.1 | -2% | i
14 | 5% | -1.6 | -1% | i
15 | 6% | 1.8 | 0% | i
16 | -17% | -2.4 | 3% | i
17 | 4% | -2.7 | 1% | i
18 | -25% | -2.2 | 6% | i
19 | 19% | -1.1 | 5% | i
20 | -3% | -3.2 | -1% | i
21 | ? | -1.5 | -2% | i
22 | -18% | -1.3 | -11% | i
23 | 2% | -0.4 | -1% | i
24 | 2% | 0.5 | -14% | i

New compounds follow
nr | molecule | A549 viability | MmCpn inh | EPAC2 antag | TGFb inhibitor | Nrf2 activator
25 | CCCN(CC(=O)Nc1ccccc1OC)C(=O)CSc1nc(C)cc(C)n1 | 2% | 1% | 2% | -16% | 0.3%
26 | Cc1cc(N2C(=O)C3C4CC(C(Br)C4Br)C3C2=O)no1 (configuration not stated) | -6% | 2% | 1% | 3% | 2.1%
27 | Cn1c(SCC(=O)N2CCc3ccccc32)nnc1C1CC1 | 6% | 0% | 10% | -4% | 0.4%
28 | CCC(c1nnnn1CCOC)N1CCN(Cc2ccccc2OC)CC1 (configuration not stated) | -3% | 0% | 9% | 0% | 1.0%
29 | OC[C@H]1O[C@H](c2nc(-c3nc(-c4cccc(-n5cccc5)c4)no3)cs2)C[C@@H]1O | . | . | -12% | -2% | 0.3%[9.22 µM]
30 | Cc1ccc(CNCC(O)(c2ccccc2)c2ccc(F)cc2)cc1 (configuration not stated) | 12% | 0% | 6% | 3% | 2.6%
31 | Cc1ccc(C2(C)NC(=O)N(CC(=O)Nc3ccc(N4CCOCC4)cc3N3CCOCC3)C2=O)cc1 (configuration not stated) | 3% | -1% | 8% | 8% | -0.3%
32 | O=C(NC1CCCCC1)c1ccc(-c2ccccc2)cc1 | 1% | . | 0% | 14% | 2.8%

nr | Nrf2 block | CCT chaperon mod | EPAC2 agonist | pAkt inh
25 | 4% | 0.4 | 12% | i
26 | -13% | 2.1 | -3% | i
27 | 3% | 0.0 | 3% | i
28 | . | 2.2 | 0% | i
29 | . | 0.1 | 9% | i
30 | 17% | -0.3 | 0% | i
31 | 12% | -4.0 | 0% | i
32 | ? | -0.7 | 4% | i

New compounds follow.
nr | molecule | A549 viability | MmCpn inh | EPAC2 antag | TGFb inhibitor | Nrf2 activator
33 | CCOC(=O)c1[nH]ncc1CN1CCC(Cc2cccc(OC)c2)(C(=O)OCC)CC1 | -6% | 1% | 3% | -45% | -0.2%
34 | COc1cc(C(=O)OCc2ccccc2C#N)ccc1OCC(=O)N1CCOCC1 | 4% | -2% | 0% | 2% | -0.1%
35 | Cc1ccc(CNC(=O)Cn2c(=O)n(-c3ccccc3)c(=O)c3sccc32)cc1 | 1% | -1% | -6% | -2% | -0.6%
36 | CCc1nnc(SCC(=O)Nc2cc(OC)ccc2OC)nc1CC | 5% | . | . | -3% | 0.9%
37 | Oc1ccc(Br)cc1C1Nc2ccccc2S1 (configuration not stated) | 3% | -24% | -3% | -1% | ?
38 | CCOC(=O)Cc1ccc(NC(=O)c2ccccc2Br)cc1 | 5% | 0% | 7% | -7% | -0.1%
39 | COc1cc(/C=N/OCC(=O)Nc2ccc(OC(F)F)cc2)ccc1OCc1ccccc1 | -10% | -2% | -1% | ? | 0.9%
40 | COc1ccc(-c2nc(CS(=O)CC(=O)NCc3ccc(Cl)cc3)c(C)o2)cc1 (configuration not stated) | 4% | 0% | -2% | -12% | 6.8%

nr | Nrf2 block | CCT chaperon mod | EPAC2 agonist | pAkt inh
33 | 2% | -1.8 | 10% | i
34 | 5% | 0.9 | 6% | i
35 | -21% | -0.5 | 1% | i
36 | ? | . | . | .
37 | -3% | 0.9 | 14% | i
38 | ? | -1.7 | 2% | i
39 | -8% | -0.4 | 0% | i
40 | 3% | -0.6 | 15% | i

Continued.
nr | molecule | A549 viability | MmCpn inh | EPAC2 antag | TGFb inhibitor | Nrf2 activator
41 | COc1ccc(-c2cc(C(=O)NCC(c3ccccc3)N(C)C)c3ccccc3n2)cc1OC (configuration not stated) | ? | 1% | -9% | 2% | 7.0%
42 | Cc1ccc(NC(=O)CN(C)S(=O)(=O)c2cccc3cccnc23)c(C)c1 | 0%&0% | 0% | -1% | -7%&-15% | -0.6%&-0.2%
43 | COc1ccc(NC2=NCC(=O)N2Cc2cccs2)cc1 | -14% | 0% | -5% | 0% | 2.9%
44 | O=C(CN1CCN(C(=O)c2ccccc2)CC1)Nc1ccc(Cl)cc1F | 7% | 2% | 9% | 9% | -0.5%

nr | Nrf2 block | CCT chaperon mod | EPAC2 agonist | pAkt inh
41 | ? | -0.3 | 1% | i
42 | -1%&13% | -1.4 | 8% | i
43 | 15% | -0.1 | -83%[inhibitor][15.6 µM] | .
44 | 5% | -0.1 | -2% | i

Some of the compounds tested; rates above refer to the full screens.
